MITF inh: inhibitors of human MITF; inhibition, % at 2.6 µM; 650,000 tested, 0.91% active; O75030; AlphaScreen MITF homodimerization, bead proximity signal; in the data active = inhibition above about 50%;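 note: 0% = vehicle wells with protein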
Target sequence (O75030 whole entry, looked up): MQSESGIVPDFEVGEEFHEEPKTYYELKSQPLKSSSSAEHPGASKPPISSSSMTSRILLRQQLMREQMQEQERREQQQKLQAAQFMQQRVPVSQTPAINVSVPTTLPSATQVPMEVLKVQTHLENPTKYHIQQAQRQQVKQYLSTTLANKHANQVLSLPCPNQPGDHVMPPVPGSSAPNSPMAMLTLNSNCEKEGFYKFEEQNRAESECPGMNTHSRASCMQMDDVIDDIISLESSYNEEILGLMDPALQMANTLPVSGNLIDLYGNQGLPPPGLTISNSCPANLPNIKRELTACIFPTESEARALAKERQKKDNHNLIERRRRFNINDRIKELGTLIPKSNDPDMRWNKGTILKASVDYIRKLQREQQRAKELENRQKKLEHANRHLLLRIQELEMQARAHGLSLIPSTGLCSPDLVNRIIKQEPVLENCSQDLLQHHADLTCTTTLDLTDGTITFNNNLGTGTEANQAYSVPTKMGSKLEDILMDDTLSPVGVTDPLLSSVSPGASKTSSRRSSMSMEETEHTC
TEAD-YAP inh: TEAD-YAP interaction inhibition. 640,000 tested, 1.4% active. AID 1259422. HEK-TIYL cells, TEAD-Gal4/YAP UAS-luciferase luminescence. inhibition, % at 9.12 µM; in the data active = inhibition above about 32%;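 note: 0% = median of test compound wells and 100% = reference inhibitor wells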
FBW7 activator: activators of human E3 ligase FBW7; Q969H0; AlphaScreen FBW7–phospho-cyclin E peptide binding, activator screen; normalized activity (activation), % at 26.1 µM; 650,000 tested, 0.13% active; AID 1259310; in the data active = normalized activity above about 1.9%;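 note: purified mutant Fbw7 with reduced substrate affinity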
GPR151 ag: activates the human receptor GPR151. Q8TDV0. PathHunter beta-arrestin GPR151 cells, luminescence. activation, % at 11.2 µM. 650,000 tested, 1% active. AID 1508602; in the data active = activation above about 4.9%;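 note: 0% = median of compound wells and 100% = cells with positive control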
Target sequence (Q8TDV0 whole entry, looked up): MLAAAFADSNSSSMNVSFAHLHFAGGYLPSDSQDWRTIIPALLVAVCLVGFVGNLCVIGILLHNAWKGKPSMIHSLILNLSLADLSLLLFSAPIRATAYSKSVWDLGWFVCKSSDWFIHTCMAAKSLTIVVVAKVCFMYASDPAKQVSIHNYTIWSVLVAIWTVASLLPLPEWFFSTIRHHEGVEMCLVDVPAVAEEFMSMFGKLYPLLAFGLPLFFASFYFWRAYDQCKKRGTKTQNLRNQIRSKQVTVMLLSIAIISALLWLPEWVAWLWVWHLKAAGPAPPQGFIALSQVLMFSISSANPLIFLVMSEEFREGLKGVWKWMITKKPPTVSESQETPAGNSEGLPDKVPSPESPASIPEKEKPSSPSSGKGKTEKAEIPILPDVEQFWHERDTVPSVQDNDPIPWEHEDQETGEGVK
The depositor's hits bear a star; . = no result given.

Labels used below: A = MITF inh; B = TEAD-YAP inh; C = FBW7 activator; D = GPR151 ag
#1 CC(=O)Nc1ccccc1OCc1nnc(-c2ccccc2)o1
  A: 1	B: 7	C: 0.0	D: 0.7

#2 CCC(=O)Nc1ccc(C(=O)N2CCOCC2)cc1
  A: -4	B: 13	C: 0.0	D: -0.8

#3 Cc1ccc(C)c(Cn2nnc3c(=O)[nH]c(C(=O)NC4CC4)nc32)c1
  A: 11	B: -10	C: -0.1	D: -0.1

#4 Cc1ccc(-c2nc3ncccc3o2)cc1NC(=O)C(Cl)(Cl)Cl
  A: -22	B: 6	C: -0.1	D: -0.1

#5 COc1cccc(C2CC(c3cccs3)=NN2C(=O)CSc2nnc(CNC(=O)Cc3ccccc3)n2-c2ccc(F)cc2)c1OC (configuration not stated)
  A: 5	B: 2	C: 0.0	D: -0.9

#6 COc1ccc(-c2cc3c(SCC(=O)NCc4cccc(OC)c4)nccn3n2)cc1
  A: 7	B: 0	C: 0.7	D: -0.8

#7 COc1ccc(S(=O)(=O)N(CC(=O)NCc2ccccc2)c2ccc(Cl)cc2)cc1
  A: 16	B: -9	C: 0.3	D: 0.2

#8 Oc1cccc(/C=N/Nc2nc(Nc3ccc(F)cc3)nc(N3CCCCC3)n2)c1
  A: 1	B: 5	C: 0.2	D: 0.3

#9 COc1ccc(/C(O)=C2/C(=O)C(=O)N(CCC(=O)O)C2c2ccc(OC)c(OC)c2)cc1 (configuration not stated)
  A: 7	B: -8	C: -0.2	D: -1.5

#10 CC1(c2cccc(Br)c2)NC(=O)N(Cc2ccccc2C#N)C1=O (configuration not stated)
  A: 7	B: -1	C: 0.1	D: -0.9

#11 CC(C)c1ccc(OCC(=O)Nc2ncn[nH]2)c(Br)c1
  A: 9	B: 63*	C: 0.2	D: -3.7

#12 c1cn2cc(Cc3nnc4n3CCC4)nc2s1
  A: 80*	B: 14	C: -1.0	D: 0.2

#13 COc1ccc(-n2nc(C(=O)NCC(=O)Nc3cc(Cl)c(OC)cc3OC)c3ccccc3c2=O)cc1
  A: 0	B: 4	C: -0.2	D: 1.0

#14 COc1cc2c(cc1OC)C(COc1ccc(F)cc1)N(C(=O)C(C)C)CC2 (configuration not stated)
  A: 3	B: -9	C: -0.1	D: -0.9

#15 COc1ccccc1/C=C(\NC(=O)c1cncc(Br)c1)C(=O)N1CC2CC(C1)c1cccc(=O)n1C2 (configuration not stated)
  A: 2	B: 1	C: 0.0	D: -0.8

#16 O=C(c1cc(-c2ccccc2)n[nH]1)N1CCc2ccccc2C1
  A: 18	B: -22	C: 0.3	D: -1.0

#17 COc1ccc(CNC(=O)c2ccc(CN3CCOCC3)cc2)cc1
  A: 6	B: -2	C: 0.1	D: 0.2

#18 COc1ccc(CNC(=O)C(=O)Nc2ccc3c(c2)OCO3)cc1
  A: 6	B: -12	C: -0.1	D: -1.6

#19 O=C(N/N=C/c1ccncc1)c1cc(-c2ccc(Br)cc2)n[nH]1
  A: 7	B: -10	C: 0.0	D: 5.8*

#20 O=C(c1ccccc1)c1cccc(NC(=O)C2CC2)c1
  A: -4	B: 1	C: 0.0	D: -0.3

#21 O=C(c1ccc(-c2ccccc2F)o1)N1CCOCC1
  A: -6	B: 19	C: -0.1	D: -6.1

#22 O=C(CSc1nnc2c(n1)[nH]c1ccc(F)cc12)NC1CC1
  A: 5	B: -4	C: 0.0	D: 1.6

#23 COc1ccc(CCNC(=O)CCn2c(SCc3cccc([N+](=O)[O-])c3)nc3ccccc3c2=O)cc1OC
  A: 1	B: 3	C: -0.2	D: -0.3

#24 Cc1ccc2oc(C(=O)NCc3ccc(S(N)(=O)=O)cc3)c(C)c2c1
  A: 0	B: -15	C: 0.7	D: 0.2

#25 O=C(COc1ccc(C2N(Cc3ccccc3)CCN2Cc2ccccc2)cc1)N1CCOCC1
  A: -5	B: 6	C: 0.0	D: 2.1

4 compounds drawn at random from those above:
Labels used below: A = MITF inh; B = TEAD-YAP inh; C = FBW7 activator; D = GPR151 ag
#18 COc1ccc(CNC(=O)C(=O)Nc2ccc3c(c2)OCO3)cc1
  A: 6	B: -12	C: -0.1	D: -1.6

#24 Cc1ccc2oc(C(=O)NCc3ccc(S(N)(=O)=O)cc3)c(C)c2c1
  A: 0	B: -15	C: 0.7	D: 0.2

#2 CCC(=O)Nc1ccc(C(=O)N2CCOCC2)cc1
  A: -4	B: 13	C: 0.0	D: -0.8

#14 COc1cc2c(cc1OC)C(COc1ccc(F)cc1)N(C(=O)C(C)C)CC2 (configuration not stated)
  A: 3	B: -9	C: -0.1	D: -0.9

Next part
Labels used below: A = MITF inh; B = TEAD-YAP inh; C = FBW7 activator; D = GPR151 ag
#26 COc1cccc(NS(=O)(=O)c2cc(C(=O)N3CCN(c4ccc(F)cc4)CC3)ccc2NCc2ccccc2OC)c1
  A: 2	B: -6	C: 0.1	D: 0.8

#27 CCOP(=O)(c1ccccc1)C(O)c1ccc([N+](=O)[O-])cc1 (configuration not stated)
  A: -19	B: -8	C: 0.0	D: 0.8

#28 Cc1ccc(OCCOCCNCCN)cc1
  A: 23	B: 6	C: -0.2	D: 0.0

#29 Cc1c(C(=O)NC(C)C)sc2ncn(CC(=O)Nc3cccc(C(F)(F)F)c3)c(=O)c12
  A: 1	B: 10	C: -0.2	D: -0.8

#30 Cc1cc(NC(=O)c2cccc(Oc3ccccc3)c2)on1
  A: 6	B: -65	C: 0.2	D: 0.1

#31 COc1ccccc1NC(=O)C1=C(C)NC(SCC(=O)c2ccc(F)cc2)=C(C#N)C1c1ccccc1 (configuration not stated)
  A: -2	B: 8	C: 0.0	D: -0.4

#32 COc1ccccc1C(C(=O)NC(C)(C)C)N(C(=O)c1csnn1)c1ccc(C)cc1 (configuration not stated)
  A: -3	B: 3	C: 0.0	D: 0.2

#33 C=CCOc1ccc(C2/C(=C(\O)c3ccc(OCC)cc3)C(=O)C(=O)N2Cc2cccnc2)cc1 (configuration not stated)
  A: 8	B: 3	C: 0.1	D: -0.7

#34 CCOC(=O)c1c(N)n(-c2cccc(C(F)(F)F)c2)c2nc3ccccc3nc12
  A: 18	B: -5	C: 1.1	D: -0.5

#35 COc1ccc(/C=N/NC(=O)Cn2cnc3c(=O)n(C)c(=O)n(C)c32)cc1OC
  A: -3	B: -4	C: 0.2	D: -1.3

#36 Cc1cc(C)c(OCC(=O)N/N=C/c2cccs2)c(C)c1
  A: 11	B: 9	C: 0.2	D: 0.1

#37 O=Cc1ccc(-c2ccc(C(=O)O)c(O)c2)o1
  A: 86*	B: 3	C: -0.2	D: -1.2

#38 Cc1cc(C)c(S(=O)(=O)NCC(=O)Nc2cccc3ccccc23)c(C)c1
  A: -6	B: 2	C: -0.1	D: 1.6

#39 CC(C)(C)c1ccc(C2C(C#N)=C(N)N(c3sc4c(c3C#N)CCCCC4)C3=C2C(=O)CCC3)s1 (configuration not stated)
  A: 12	B: -9	C: 0.8	D: 0.8

#40 CCCCOC(=O)CCSCc1nc2ccccc2c(=O)[nH]1
  A: 10	B: 10	C: 0.0	D: -1.7

#41 Cc1cccc(-n2nc([N+](=O)[O-])c(=Nc3ccc(F)cc3)n2O)c1
  A: 72*	B: -15	C: -0.2	D: -0.6

#42 Cc1cccc(NC(=O)C(C)N2CCNC(=O)C2)c1 (configuration not stated)
  A: 6	B: 5	C: -0.1	D: -1.7

#43 O=C(Nc1ccc(OC(F)(F)F)cc1)c1ccc(C(F)(F)F)cc1
  A: -1	B: -13	C: 0.0	D: -0.4

#44 Cc1c(C)c2c(c(C)c1O)CCC(C)(C(=O)O)O2 (configuration not stated)
  A: 4	B: .	C: -0.1	D: 1.5

#45 CCOc1ccc(N2C(=O)CC(N(Cc3ccco3)C(=O)c3ccc(Cl)cc3)C2=O)cc1 (configuration not stated)
  A: 4	B: 12	C: -0.1	D: -0.1

#46 COc1ccc(OCC(=O)Nc2sc3c(c2C(N)=O)CCC(C)C3)cc1 (configuration not stated)
  A: -1	B: 8	C: -0.1	D: 0.9

#47 C=CCSc1nnc2c(n1)OC(c1ccc(OCC(=O)O)cc1)Nc1ccc(Br)cc1-2 (configuration not stated)
  A: -7	B: -6	C: -0.1	D: -0.1

#48 Cc1cc2c(cc1C)NC(CC(=O)Nc1ccccc1Cl)C(=O)N2 (configuration not stated)
  A: -1	B: -30	C: 0.2	D: -1.0

#49 CC(=O)c1cc(C(=O)N2CC[C@H]3[C@H](CCCN3C(=O)C3=CCCC3)C2)cs1
  A: -2	B: 4	C: -0.1	D: 0.9

#50 Cc1ccc([N+](=O)[O-])cc1S(=O)(=O)NCCc1cn2ccccc2n1
  A: -16	B: -16	C: 0.0	D: 0.8

Full records, quoted from the list. Order of screens: MITF inh | TEAD-YAP inh | FBW7 activator | GPR151 ag
Cc1c(C)c2c(c(C)c1O)CCC(C)(C(=O)O)O2 (configuration not stated) is entered as 4 | . | -0.1 | 1.5
CCOc1ccc(N2C(=O)CC(N(Cc3ccco3)C(=O)c3ccc(Cl)cc3)C2=O)cc1 (configuration not stated) is entered as 4 | 12 | -0.1 | -0.1
CCOP(=O)(c1ccccc1)C(O)c1ccc([N+](=O)[O-])cc1 (configuration not stated) is entered as -19 | -8 | 0.0 | 0.8
COc1ccccc1NC(=O)C1=C(C)NC(SCC(=O)c2ccc(F)cc2)=C(C#N)C1c1ccccc1 (configuration not stated) is entered as -2 | 8 | 0.0 | -0.4
Cc1cc2c(cc1C)NC(CC(=O)Nc1ccccc1Cl)C(=O)N2 (configuration not stated) is entered as -1 | -30 | 0.2 | -1.0

Other structures follow.
Labels used below: A = MITF inh; B = TEAD-YAP inh; C = FBW7 activator; D = GPR151 ag
#51 O=C1OC(NS(=O)(=O)c2ccc(Cl)cc2)c2ccccc21 (configuration not stated)
  A: 15	B: 2	C: 0.1	D: 0.2

#52 CCCCC(CC)CNC(=O)C(=O)Nc1ccc(OCC)cc1 (configuration not stated)
  A: 4	B: 7	C: 0.2	D: -0.7

#53 O=C1CCCN1CCn1cnc2c(NC3CC3)nc(-c3ccc(N4CCOCC4)nc3)nc21
  A: -5	B: -13	C: -0.1	D: 3.4

#54 Cc1cc(=O)oc2cc(Oc3ccc(C(F)(F)F)cc3[N+](=O)[O-])ccc12
  A: 7	B: 2	C: 0.3	D: -0.4

#55 Cc1c(NC(=S)NCCCn2ccnc2)c(=O)n(-c2ccccc2)n1C
  A: 7	B: 2	C: 0.1	D: 3.7

#56 CC(=O)Nc1nonc1OCCOc1nonc1NC(C)=O
  A: 2	B: 0	C: 0.7	D: 0.9

#57 C=CCn1c(/C=C/c2ccco2)nc2ccccc21
  A: 1	B: -43	C: -0.1	D: -0.6

#58 COC(=O)Cn1c(=NC(C)=O)sc2cc(Br)ccc21
  A: 10	B: 7	C: 0.1	D: -0.2

#59 COc1ccc(/C=N/Nc2ccc([N+](=O)[O-])cc2[N+](=O)[O-])cc1
  A: -12	B: 1	C: 0.2	D: -0.8

#60 Cc1ccccc1CSc1n[nH]c(N)n1
  A: -5	B: 4	C: 0.0	D: 0.6

#61 Cc1c(NC(=O)c2ccc(C(=O)O)cc2C(=O)O)c(=O)n(-c2ccccc2)n1C
  A: -8	B: -12	C: 0.1	D: -1.1

#62 CC(C)(C)NC(=O)c1ccc(Cl)cc1Cl
  A: -1	B: 4	C: 0.0	D: 0.3

#63 O=C(NCc1nc2ccccc2[nH]1)c1cnc(NCCCN2CCCC2=O)s1
  A: 1	B: 12	C: -0.2	D: -2.3

#64 C[C@@H]1CN(Cc2ccc3c(c2)CN(Cc2cccnc2)CCO3)C[C@H](C)O1
  A: 8	B: 12	C: -0.1	D: 0.1

#65 O=C(COc1ccccc1)NCc1nnc(SCC(=O)Nc2nc3ccccc3s2)n1-c1cccc(C(F)(F)F)c1
  A: 13	B: 7	C: 0.1	D: 0.0

#66 N#CC1=C(N)Sc2c(c(=O)oc3ccccc23)C1c1ccccc1F (configuration not stated)
  A: 0	B: 16	C: 0.0	D: -0.5

#67 NS(=O)(=O)c1ccc(Nc2nc(-c3ccncc3)cs2)cc1
  A: 2	B: -3	C: -0.1	D: 0.6

#68 Cc1ccc2nc(/C(C#N)=C\c3ccc(C)o3)[nH]c2c1
  A: 2	B: -44	C: 0.2	D: 0.4

#69 Nc1c(C(=O)Nc2nnc(-c3ccccc3)s2)sc2nc(-c3cccs3)cc(C(F)(F)F)c12
  A: -4	B: 2	C: -0.1	D: 1.3

#70 Cc1ccc(CNC(=O)CCCCCNc2nc(=S)[nH]c3ccccc23)o1
  A: -15	B: -7	C: 0.3	D: -0.1

#71 O=c1/c(=C/c2ccc(-c3cccc([N+](=O)[O-])c3)o2)sc2nc3ccccc3n12
  A: 6	B: 3	C: 0.1	D: -0.5

#72 CC1CCCCC1NCc1c(C(=O)O)n(Cc2ccc(F)cc2Cl)c2ccccc12 (configuration not stated)
  A: -1	B: -9	C: 0.0	D: -0.5

#73 CCn1c(SCC(=O)NCc2ccccc2)nnc1C(C)C
  A: 11	B: 7	C: 0.4	D: -0.5

#74 COc1ccc(CCNC(=O)c2sc(=S)n3c2[nH]c(=O)c2ccccc23)cc1OC
  A: 18	B: 2	C: 0.0	D: 1.1

#75 CCOC(=O)c1c(NC(=O)C(C)C)sc(C(N)=O)c1C
  A: 13	B: 9	C: 0.2	D: 0.6

#76 Cc1cccc(C(=O)Nc2nn(C)c3c2C(C)CC(=O)N3)c1 (configuration not stated)
  A: 4	B: 2	C: 0.6	D: -1.2
